Source: PubChem (several laboratories)
HSF1 inhib: HSF1 inhibitors in luciferase reporter cells, primary screen, cell-based, NIH3T3, luminescence; NIH3T3-HGL HSE-luciferase, MG132-induced, luminescence 8 h; stronger effect = lower value; activity change, negative = inhibition, % at 7.5 µM (by protocol); 0.77% of 300,000 active; AID 2098, 2009;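 active = more than half of replicate wells show activity change below -50%, luminescence cut by over half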;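 note: luciferase reports HSF-1 transcriptional activity via heat shock element; 0% = median of DMSO wells and -100% = zero luminescence signal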
HSF-1 act: HSF-1 activators, primary screen, NIH3T3-HGL cells, MG132 stress, luminescence, single point. NIH3T3-HGL HSF-1 luciferase reporter, 8 h; 100% = twice DMSO control signal. activation, % at 9 µM. 1.7% of 300,000 active. AID 504408, 2011;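 active = mean replicate activation of at least 50% with a set share of replicates each reaching 50%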;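 note: 0% = median of the neutral control wells and 100% = twice that signal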
HSP90 inh: HSP90 inhibitors, primary screen, cell lysate, luminescence. Heat shock protein HSP 90 (rabbit reticulocyte lysate; luciferase refolding). Rabbit reticulocyte lysate, luciferase refolding luminescence, 3 h. inhibition, % at 5.6 µM. 0.91% of 290,000 active. AID 1789, 2009;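 active = inhibition above the screen-wide mean plus 3 SD, computed separately per campaign, cut at about 16% in these data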;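 note: 0% = DMSO wells and 100% = 60 µM geldanamycin wells; inhibitors lower the luminescence because luciferase stays unfolded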
aSyn 5UTR inh: MLPCN primary screen, SNCA 5' untranslated region; alpha-synuclein 5'UTR reporter, inhibitor activity; inhibition, % (tested at 7.5 µM); 0.82% of 300,000 active; AID 1813, 2009; in the data active = inhibition above about 60%;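 note: H4 neuroglioblastoma cells stably carrying SNCA 5'UTR luciferase fusion; 0% = DMSO wells and 100% = positive control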
AI-2 QS modul: Vibrio harveyi AI-2 quorum sensing modulators, primary screen, JMH597 strain, luminescence/OD600 ratio; 0.4% of 300,000 active; AID 2094, 2009; Vibrio harveyi JMH597 AI-2 luminescence/OD600 ratio, 9 h; stronger effect = lower value; strain lacks LuxN and CqsS sensors; 0 = neutral-control median; activity change, % at 7.5 µM; in the data active = activity change below about -75%, passing the limit was not always enough;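 note: luminescence divided by OD600 gain over 9 h not by final OD600 alone; inactives centre near 13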
KLF5 inhibitor: KLF5 expression inhibitors, primary screen, DLD-1 cells, luminescence; DLD-1 KLF5 promoter-luciferase reporter; inhibition, % at 5 µM; 0.23% of 290,000 active; AID 1700, 2009;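 active = inhibition above a per-plate limit of that plate's mean compound inhibition plus 3 SD, cut at about 60% in these data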;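 note: 0% = DMSO wells and 100% = LY294002 at 200 µM; higher means less KLF5 promoter-driven luciferase light; inactives centre near -14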
GSK3A inh: blockers of GSK3A enzyme activity – biochemical, luminescence, cell-free homogeneous, HTS, primary screen | GSK-3 alpha kinase, ADP-Glo luminescence, 60 min | inhibition, % at 10 µM | 0.1% of 320,000 active | Glycogen synthase kinase-3 alpha (Homo sapiens), P49840;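 in the data active = inhibition above about 50%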;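 note: GST-tagged GSK-3 alpha with peptide substrate and 25 µM ATP; 0% = DMSO neutral wells and 100% = GW8510 positive control wells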
Target sequence (P49840 whole entry, looked up): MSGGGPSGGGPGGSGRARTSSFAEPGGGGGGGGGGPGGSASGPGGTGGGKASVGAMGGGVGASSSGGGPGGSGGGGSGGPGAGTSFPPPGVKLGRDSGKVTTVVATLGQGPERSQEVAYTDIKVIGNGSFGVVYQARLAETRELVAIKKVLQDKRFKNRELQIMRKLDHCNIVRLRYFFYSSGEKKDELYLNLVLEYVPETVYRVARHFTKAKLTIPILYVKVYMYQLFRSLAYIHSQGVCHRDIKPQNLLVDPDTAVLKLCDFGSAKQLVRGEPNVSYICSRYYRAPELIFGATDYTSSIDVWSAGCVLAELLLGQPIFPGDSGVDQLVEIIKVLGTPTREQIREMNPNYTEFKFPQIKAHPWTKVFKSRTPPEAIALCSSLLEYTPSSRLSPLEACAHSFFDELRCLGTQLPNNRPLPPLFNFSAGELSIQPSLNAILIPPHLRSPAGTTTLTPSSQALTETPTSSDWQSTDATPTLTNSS
HIF activator: HIF pathway transcriptional activators, primary screen, cell-based, U2OS HRE-luciferase, luminescence | activation, % at 7.5 µM (by protocol) | U2OS HRE-luciferase reporter; normalized: DMSO 0%, desferrioxamine 100% | 0.32% of 300,000 active;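 active = mean activation of at least 10% of the iron chelator positive control signal, with at least half of replicates also reaching 10%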
IEC-6 tox: cytotoxicity in IEC-6 intestinal epithelial cells, primary screen, cytotoxicity control for KLF5 inhibitor project, cell-based, luminescence; IEC-6 cytotoxicity, luminescence viability; inhibition, % at 5 µM; 0.78% of 290,000 active; AID 1825, 2009; in the data active = inhibition above about 22%;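 note: 0% = plate median of test compound wells and 100% = cytotoxic reference compound wells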
GSK3beta inhib: human GSK3beta kinase inhibitors, primary screen, biochemical, cell-free homogeneous, HTS | activity score (negative = inhibition), % at 10 µM | AID 2097, 2009 | GST-GSK3beta kinase, ADP-Glo luminescence, 60 min; stronger effect = lower value | 0.038% of 300,000 active | Glycogen synthase kinase-3 beta (Homo sapiens), P49841;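 active = more than half of replicate wells score below -50%, meaning over 50% inhibition versus plate controls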;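 note: 0% = median DMSO wells and -100% = median GW8510 positive control wells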
Target sequence (P49841 whole entry, looked up): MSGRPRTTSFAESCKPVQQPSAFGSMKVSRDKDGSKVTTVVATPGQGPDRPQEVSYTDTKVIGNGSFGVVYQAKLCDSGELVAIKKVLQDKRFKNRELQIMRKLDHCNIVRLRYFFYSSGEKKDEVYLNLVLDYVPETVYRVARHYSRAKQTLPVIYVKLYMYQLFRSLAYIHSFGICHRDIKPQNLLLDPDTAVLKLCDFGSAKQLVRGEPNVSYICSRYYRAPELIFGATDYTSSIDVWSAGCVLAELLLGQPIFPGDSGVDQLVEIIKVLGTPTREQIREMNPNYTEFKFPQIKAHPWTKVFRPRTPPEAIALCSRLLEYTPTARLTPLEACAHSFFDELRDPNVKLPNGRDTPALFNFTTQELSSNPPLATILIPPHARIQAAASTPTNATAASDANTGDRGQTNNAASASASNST
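Test system – GST-tagged human GSK3beta kinase, cell-free · Incubation – 60 min enzyme reaction, room temperature · Signal – ADP-Glo luminescence · Also added – peptide substrate and ATP at 25 µM · Controls – DMSO neutral wells and GW8510 at 20 µM as positive · Buffer or medium – Tris/MgCl2 kinase buffer · Measure – Luminescence-derived activity versus plate DMSO and GW8510 wells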
* = called active by the depositor; · = not tested or not shown.

SMILES	HSF1 inhib	HSF-1 act	HSP90 inh	aSyn 5UTR inh	AI-2 QS modul	KLF5 inhibitor	GSK3A inh	HIF activator	IEC-6 tox	GSK3beta inhib
O=S(=O)(Nc1ccc2ccccc2n1)c1ccccc1Cl	-6	-4	3	6	8	-29	-1	-0.5	1	-2
Cc1no[n+]([O-])c1COc1ccccc1/C=C1\NC(=S)NC1=O	8	-2	4	-1	30	-26	3	-0.2	-1	0
COc1ccc(-c2nc(N)ncc2-c2csc(C)n2)c(O)c1OC	-22	-38	1	-2	6	0	7	-0.3	0	-23
COc1cc(CNC2CCCCCC2)cc(OC)c1	8	3	4	10	7	5	-1	-0.1	-5	2
O=C(O)C1CCC(Cn2c(SCc3cc(=O)n4cc(Cl)ccc4n3)nc3ccsc3c2=O)CC1 (stereo unspecified)	1	-10	2	24	-8	-24	-9	-0.4	0	1
C=CCOc1ccc2ccccc2c1CNCCCN1CCOCC1	-6	-7	-2	24	36	14	-3	0.5	5	5
Cc1ccc(N(CC(=O)NCc2ccco2)C(=O)CNS(=O)(=O)c2ccc(F)cc2)c(C)c1	0	11	2	-1	26	2	-2	0.0	-1	1
CCc1cccc(N(C(=O)c2csnn2)C(C(=O)NC2CCCC2)c2cccnc2)c1 (stereo unspecified)	-14	-18	4	-16	·	-4	0	-0.8	1	·
O=C(OCC(=O)c1ccc(S(=O)(=O)N2CCCC2)cc1)C1=COCCO1	-6	-19	1	3	12	7	-2	-0.8	11	-7
COc1ccc(N=Nc2c(-c3ccc(OC)cc3)[nH]oc2=O)cc1	-6	6	0	-43	16	-1	-4	1.1	5	0
Oc1ccc(N2CCN(C(c3ccccn3)c3nnnn3C3CCCC3)CC2)cc1 (stereo unspecified)	3	-3	1	8	17	-15	-1	-0.5	2	1
O=C(NNc1c(Cl)cc(Cl)cc1Cl)c1n[nH]c(=O)c2ccccc12	6	3	2	-8	9	-5	-2	-0.3	0	3
Cn1c(CO)cnc1SCC(=O)c1ccc(Br)cc1	12	44	0	-8	25	-19	-1	-0.3	2	-4
CCOC(=O)CC1C(=O)NCCN1C(=O)Nc1ccc(Cl)cc1 (stereo unspecified)	-1	7	-3	23	31	-28	-2	0.1	-5	4
CCc1cc(C(=O)Nc2ccc(OC)nc2)sc1C	24	15	·	-95	45	·	·	2.0	·	-3
Cc1cc(C)c2sc(C)[n+](CCCS(=O)(=O)[O-])c2c1	-8	-9	-1	-5	8	8	-1	-1.1	-3	0
COc1ccc(CCN2CC(C(=O)NCc3cccc4[nH]ccc34)CCC2=O)cc1 (stereo unspecified)	-3	-4	2	-16	5	-46	1	0.1	3	-2
CCOC(=O)c1ccc(N2C(=O)C(CC(N)=O)N(CCc3ccc(OC)c(OC)c3)C2=S)cc1 (stereo unspecified)	-1	-3	-4	0	16	-10	·	-0.1	-2	2
CCOc1ccc(/C(CC)=N/NC(=O)C2(C)CC2(Br)Br)cc1 (stereo unspecified)	-8	0	3	13	14	-17	0	0.1	6	-1
Cn1cc(CN2CCCC(CO)C2)c(-c2ccc(Oc3ccccc3)cc2)n1 (stereo unspecified)	-12	-20	4	6	12	-12	1	0.1	8	0
Cc1ncc(S(=O)(=O)c2ccc(Cl)cc2)c(-c2ccccc2)n1	-6	-6	4	11	38	13	0	-0.1	-4	0
CCOC(=O)CNC(=O)c1sc(NC(=O)c2cccc(F)c2)nc1C	4	-5	32*	-98	27	-69	-1	-20	1	3
Cc1cccc(NC(=O)C2CCN(c3nc(C)cc(C)n3)CC2)c1	0	-3	-1	32	15	-11	1	-0.3	-2	1
O=C(Cc1csc(N2CCOCC2)n1)N/N=C/c1ccc(O)c(O)c1O	-2	-9	-1	-24	-6	-47	·	-0.9	-13	0
CCC(C)(C)C1CCC(NC(=O)N2CCN(c3ccccc3O)CC2)CC1 (stereo unspecified)	-6	-8	6	23	16	-19	-2	0.0	8	-1
O=c1[nH]c(=S)[nH]c2nc(-c3ccccc3)cnc12	1	9	·	-19	23	·	0	0.9	·	2
CCOC(=O)C1=C(C)OC(N)=C(C#N)C1c1cc2c(cc1Br)OCO2 (stereo unspecified)	4	5	-2	-41	-7	-1	-1	-0.5	-2	2
Cc1cc(N2CCN(S(=O)(=O)c3ccc(Cl)c(Cl)c3)CC2)c2ccccc2n1	·	·	8	·	7	-5	0	·	1	0
COc1cc(C2CC(=O)NC(SCC(=O)Nc3ccccc3C)=C2C#N)ccc1O (stereo unspecified)	-1	9	-1	24	19	-17	0	-0.1	-4	4
Cc1ccc(C(=O)Oc2cccc(NC(=O)c3cccs3)c2)cc1S(=O)(=O)N1CCOCC1	6	3	3	-46	26	-5	3	0.8	4	-5
Nc1cc(=O)nc(SCC(=O)N2CCN(c3ccccc3)CC2)n1-c1ccccc1	1	-6	4	6	6	-1	0	0.0	3	3
Cc1ccc(/C=N/N2CCN(Cc3cccc4ccccc34)CC2)s1	-6	2	·	28	10	·	-3	0.2	·	1
Cc1ccc(Nc2cc(C)c3ccc(O)cc3n2)cc1C	-6	-6	-1	-94	3	-58	0	1.5	1	-3
COC(=O)c1cc(=O)n(Cc2ccc3c(c2)OCO3)c(=Nc2ccccc2)s1	-4	-9	1	10	24	-1	0	0.0	2	-3
Fc1ccc(OCc2nn3cnnc3s2)cc1	-6	1	2	-4	22	-13	·	-0.2	0	1
CCCS(=O)(=O)N1CCN(C2CCC(C)CC2)CC1 (stereo unspecified)	-9	-6	-9	-19	-7	-30	-2	-0.6	-4	3
COc1cc(NC(=S)NC(=O)c2ccccc2C)ccc1NC(=O)c1cccs1	2	2	1	0	24	-8	-3	-16	-5	-1
Cc1cccc(-n2ncc3c(NCCCN4CCCC4=O)ncnc32)c1	-6	0	2	-143	22	-64	10	2.3	4	-24
COc1cccc(/C=N/Nc2nc(-c3cccnc3)nc3ccccc23)c1	1	1	-2	-14	10	-18	-5	0.7	1	-4
COc1ccc(OC)c(NC(=O)c2ccc(CN3CCc4ccccc4C3)cc2)c1	-3	-7	-3	-4	68	-27	0	0.9	-9	-2

Some entries already given, showing only HSF-1 act, HIF activator and AI-2 QS modul:
canonical_smiles | HSF-1 act | HIF activator | AI-2 QS modul
Cc1ccc(Nc2cc(C)c3ccc(O)cc3n2)cc1C | -6 | 1.5 | 3
COC(=O)c1cc(=O)n(Cc2ccc3c(c2)OCO3)c(=Nc2ccccc2)s1 | -9 | 0.0 | 24

Additional compounds
SMILES	HSF1 inhib	HSF-1 act	HSP90 inh	aSyn 5UTR inh	AI-2 QS modul	KLF5 inhibitor	GSK3A inh	HIF activator	IEC-6 tox	GSK3beta inhib
Cc1ccccc1C(=O)N1CCC(C(=O)Nc2ccc(S(=O)(=O)N3CCCCC3)cc2)CC1	1	4	-4	17	32	-24	0	-0.2	1	-5
O=C(Cn1ncc2c3ccccc3n(Cc3ccccc3F)c2c1=O)NCC1CCCO1 (stereo unspecified)	11	27	-3	17	16	-10	-1	-0.4	5	0
COc1ccc(CNC(=O)Cn2nnc(-c3ccc(NC(=O)C4CCCCC4)cc3)n2)cc1	0	22	-5	-47	-1	-15	1	0.5	6	3
CCN=C1SC(C(=O)Nc2cc(Cl)cc(Cl)c2)CC(=O)N1CC (stereo unspecified)	2	17	3	3	33	-9	0	-1.3	3	-4
O=[N+]([O-])c1ccc2c(c1)OCCOCCOCCOCCOCCOCCO2	-7	5	-1	-12	24	-8	-1	-0.4	-4	4
CCOc1ccc(N(CC(=O)Nc2ccc(OC)cc2)S(=O)(=O)c2c(C)[nH]c(=O)[nH]c2=O)cc1	-7	-2	2	6	9	-7	-1	-0.9	1	-1
Cc1nc(NC(=O)CC(C)C)sc1-c1csc(Nc2ccc(Cl)cc2Cl)n1	-4	4	2	-2	52	2	·	0.1	-2	3
CC(=O)c1cccc(NC(=O)c2ccc(N(Cc3ccccc3)S(C)(=O)=O)cc2)c1	0	-2	4	2	27	-22	1	-0.5	0	2
O=C(O)COc1c(-c2ccc(Cl)cc2)oc2ccccc2c1=O	-6	13	1	-32	12	-5	0	-0.4	3	2
COc1ccc(-c2cc(C(F)(F)F)c3c(n2)sc2c(O)cc(=O)[nH]c23)c(OC)c1	-6	-2	6	-31	39	-17	0	0.1	-3	-1
O=C(O)C(Sc1ccncn1)c1ccccc1 (stereo unspecified)	-4	-3	5	27	1	-1	-1	-0.2	-6	-3
O=S(=O)(NC1=NCCC1)c1cccc(NS(=O)(=O)c2ccc(OC(F)(F)F)cc2)c1	-3	-7	-1	-4	21	-12	3	-1.0	-3	2
O=C(O)c1ccc(CSc2nc(-c3ccccc3)cc(C(F)(F)F)n2)cc1	-5	14	-3	11	18	-18	-2	-0.4	-7	-1
CC(=O)Nc1sc(N)nc1-c1ccccc1	-6	0	0	4	24	-9	-1	0.0	2	-2
CCn1nnc(NC(=O)COc2ccc(C3CCCCC3)cc2)n1	0	-9	3	15	21	-10	-2	-0.1	6	-1
O=C(NC1CCCC1)C(c1cccnc1)N(Cc1ccccc1F)C(=O)c1csnn1 (stereo unspecified)	1	-3	-5	11	15	-16	-4	-0.8	-5	3
CCOC(=O)c1ccc(NC(=O)C2CCCO2)cc1 (stereo unspecified)	5	19	-5	-99	13	-132	-1	2.3	-6	-3
Cc1ccc(Cn2nc(C)c(NC(=O)c3noc4c3CCCCC4)c2C)cc1	6	4	3	-11	19	-15	0	-0.2	-2	-2
CCCC(=O)NC(c1ccc(OCC)cc1)c1ccc(OC)c(OC)c1 (stereo unspecified)	-5	2	-1	4	10	-26	0	0.1	-2	0
CCOc1cc(/C=N/NC(=O)C(O)(c2ccccc2)c2ccccc2)ccc1OC(=O)c1ccco1	10	-3	·	-8	22	·	-1	0.7	·	0
O=S(=O)(NC1CC2CCC1C2)c1ccc2c(c1)OCCO2 (stereo unspecified)	2	-7	1	21	-11	-14	-3	-1.2	4	0
CCOc1ccc(C(=O)NC2CCN(S(=O)(=O)CC)CC2)cc1	-5	14	0	-19	2	-7	0	0.1	-7	0
COc1ccc(-c2cc(C(=O)Nc3cccnc3)no2)cc1OC	7	19	-2	-187	8	-82	-5	3.2	-1	-2
Cn1cc(S(=O)(=O)N2CCN(c3ccccc3)CC2)c(=O)n(C)c1=O	2	7	-3	7	16	-16	-1	-0.5	4	1
Nc1cc(-c2ccco2)no1	37	72*	-1	-12	40	0	-1	-0.3	-5	1

Rows are unselected; overall some 4.7% were active at least once.
